Screens (PubChem BioAssay)
AGP1-GFP MLPCN: modulators of AGP1-GFP expression in yeast TOR pathway, primary screen, cell-based, multiplex flow cytometry, S. cerevisiae, MLPCN library; 3 h; GFP as percent of DMSO wells; GFP response vs DMSO, % at 10 µM; hit rate 0.02% among 320,000;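 active means GFP response relative to DMSO above a set limit, near screen average plus 3 SD, cut at about 150% in these data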;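 further: median GFP channel fluorescence of the gated AGP1 strain per well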
VLA-4 inh: inhibition in human VLA-4 binding assay, primary screen, VLA-4 allosteric modulator project, MLPCN library, flow cytometry, VLA-4 expressing cells. Integrin alpha-4 (Homo sapiens), P13612. ligand binding flow cytometry. inhibition, % (about 7 µM as worked out from the volumes in the protocol). hit rate 0.2% among 330,000. AID 2557, 2010; in the data active means inhibition above about 50%
GRK2 aptamer HTS: compounds blocking aptamer binding on GRK2 – biochemical, human GRK2, bead flow cytometry, HTS, primary screen; Beta-adrenergic receptor kinase 1 (Homo sapiens), P25098; FAM-aptamer displacement from GRK2; inhibition of aptamer binding, % at 10 µM; hit rate 0.59% among 330,000; AID 488847, 2010;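 active means inhibition of aptamer binding above 40%, roughly 3 SD of noise, on plates passing a quality check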;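 further: median bead fluorescence of bound FAM aptamer so fluorescent compounds give negative values; no value below 0 was filed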
MEX-5 binding: MEX-5 zinc finger RNA-binding disruptors – biochemical, C. elegans, fluorescence polarization, MLPCN library, primary screen; Zinc finger protein mex-5 (Caenorhabditis elegans), Q9XUB2; MEX-5/FITC-TCR2 RNA binding; stronger effect = lower value; activity score (negative = inhibition of binding), % at 10 µM; hit rate 0.38% among 300,000; AID 1832, 2009;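 active means inhibition past about -25% in most replicates, and total fluorescence under double the plate's negative control median, limit read from the data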;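 further: 0% = DMSO and -100% = 5 µM competing unlabeled TCR2 RNA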
MCL1-BIM inh: inhibitors of MCL1 binding to BIM-BH3, primary screen, biochemical, fluorescence polarization; AID 2057, 2009; GST-MCL1 / FITC-Bim-BH3 fluorescence polarization; Induced myeloid leukemia cell differentiation protein Mcl-1 (Homo sapiens), Q07820; inhibition, % at 10.9 µM; hit rate 0.68% among 320,000;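 active means inhibition above the mean inhibition of all tested compounds plus 3 SD, set per campaign, cut at about 40% in these data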;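 further: 0% = DMSO wells and 100% = unlabeled Bim-BH3 peptide control; higher means more loss of mP so more displacement of Bim peptide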
Target sequence (Q07820 whole entry, looked up): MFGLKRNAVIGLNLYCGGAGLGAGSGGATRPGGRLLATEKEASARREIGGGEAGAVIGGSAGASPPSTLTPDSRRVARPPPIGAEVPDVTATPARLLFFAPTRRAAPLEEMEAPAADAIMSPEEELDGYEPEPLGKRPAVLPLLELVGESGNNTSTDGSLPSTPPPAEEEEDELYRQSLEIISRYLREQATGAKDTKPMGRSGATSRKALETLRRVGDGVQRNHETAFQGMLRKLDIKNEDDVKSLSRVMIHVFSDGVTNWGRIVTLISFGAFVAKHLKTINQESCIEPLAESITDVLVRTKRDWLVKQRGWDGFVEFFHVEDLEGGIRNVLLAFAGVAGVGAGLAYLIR
Yeast superoxide: reduction of superoxide in aged yeast, primary screen, HTS; S. cerevisiae aged cells, superoxide DHE fluorescence; stronger effect = lower value; superoxide response (% of plate mean), % at 10 µM; hit rate 0.18% among 330,000;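 active means superoxide response under a set limit, about three screen SD below normal, cut at about 65% in these data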;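 further: yeast aged for seven days with compound at 30 °C before DHE staining; 100% = average MFI of all compound-treated wells on the plate with controls excluded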
GLD-1 RNA inh: GLD-1/TGE RNA complex disruptors, primary screen, biochemical, fluorescence polarization. purified GLD-1 + fluorescein TGE RNA. inhibition, % at 5.96 µM. hit rate 0.44% among 320,000;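 active means percent inhibition above a per-plate cutoff, the plate mean of test compounds plus 3 SD, cut at about 30% in these data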;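 further: 0% = DMSO wells with GLD-1 and probe and 100% = wells lacking GLD-1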
Target sequence (Q17339 whole entry, looked up): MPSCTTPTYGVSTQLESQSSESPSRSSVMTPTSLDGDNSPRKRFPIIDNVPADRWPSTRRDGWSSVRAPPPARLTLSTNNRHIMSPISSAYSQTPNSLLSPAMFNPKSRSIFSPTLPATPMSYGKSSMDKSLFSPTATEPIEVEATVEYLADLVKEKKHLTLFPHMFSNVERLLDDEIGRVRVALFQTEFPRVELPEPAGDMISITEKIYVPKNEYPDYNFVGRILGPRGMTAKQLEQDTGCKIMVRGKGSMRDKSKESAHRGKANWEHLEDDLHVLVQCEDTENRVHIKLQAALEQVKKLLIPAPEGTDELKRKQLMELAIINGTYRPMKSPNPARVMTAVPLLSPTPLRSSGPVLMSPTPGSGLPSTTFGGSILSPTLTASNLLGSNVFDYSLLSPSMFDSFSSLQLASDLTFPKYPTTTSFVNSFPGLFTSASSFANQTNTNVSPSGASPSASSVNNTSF
CIT2-GFP yeast: modulators of CIT2-GFP expression in yeast, primary screen, S. cerevisiae, GFP fusion, multiplex flow cytometry, MLPCN library; S. cerevisiae CIT2-GFP strain, 3 h; 100 means same as DMSO wells; GFP response vs DMSO, % at 10 µM; hit rate 0.065% among 320,000; AID 2029, 2009;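 active means GFP response relative to DMSO above a set limit, near the screen mean plus 3 SD, cut at about 150% in these data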;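 further: ratio of well median GFP fluorescence to mean of DMSO wells on the plate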
Bcl-xL primary: inhibitors of human Bcl-xL, primary screen, biochemical, fluorescence polarization, HTS; GST-Bcl-xL / FITC-Bim BH3 peptide fluorescence polarization; inhibition, % at 10.9 µM; hit rate 0.7% among 320,000; AID 2129, 2009;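 active means inhibition above the mean of all tested compounds plus 3 SD, cutoff set per campaign, cut at about 30% in these data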;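 further: 0% = DMSO wells and 100% = unlabeled Bim-BH3 peptide competitor; inhibitors lower millipolarization by displacing the labeled peptide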
* hit, by the source's call; i = inactive; . = no result given. Compounds were not picked by outcome; any-hit rate near 2.1%.

Values run as follows: AGP1-GFP MLPCN	VLA-4 inh	GRK2 aptamer HTS	MEX-5 binding	MCL1-BIM inh	Yeast superoxide	GLD-1 RNA inh	CIT2-GFP yeast	Bcl-xL primary
> COc1ccc(C(=O)Nc2cccc3c2CCCC3)cc1OC
    95	20	1	1.3	-8	103	0	95	3
> CCc1cc2cc(C)ccc2nc1SCC(=O)NNC(=O)c1ccco1
    100	11	1	1.4	8	102	-3	101	4
> COc1cc2c(cc1OC)CC(C(=O)NCc1ccccc1)NC2 (centres undefined)
    104	-7	0	0.5	1	78	3	115	1
> O=C(CC1SC(=O)N(Cc2ccccc2Cl)C1=O)Nc1nccs1 (centres undefined)
    101	0	0	-3.2	-2	90	1	100	1
> Cc1ccc(CN2C(=O)CCC2C(=O)NCC2CCCO2)cc1 (centres undefined)
    108	6	0	-2.8	-1	104	1	105	4
> COc1ccccc1N1CCN(C(=O)CCn2c(=O)[nH]c3ccsc3c2=O)CC1
    98	34	3	0.9	-5	107	-7	100	-3
> COc1ccccc1N1CCN(C(=O)/C=C/c2c(Cl)nc3ccccn23)CC1
    100	-18	1	-0.3	-2	116	0	92	-1
> O=C(c1cccn2c(=O)c3cc(Cl)ccc3nc12)N1CCN(Cc2ccc3c(c2)OCO3)CC1
    113	-6	0	0.7	-11	118	-10	102	-2
> COCCCN1C(=O)c2ccc(C(=O)NCc3ccccn3)cc2C1=O
    104	18	0	1.7	-1	94	6	108	6
> O=C(COc1coc(CN2CCc3ccccc3C2)cc1=O)Nc1ccc(F)cc1F
    107	-1	5	-2.3	-2	90	3	100	8
> O=C(OCCc1cc2ccccc2c(=O)o1)c1ccco1
    99	3	0	.	4	104	3	92	2
> Cc1cc(C)n(CC(=O)c2ccc(Br)cc2)c(=O)c1C#N
    .	6	71*	-3.1	5	105	-4	85	3
> Cn1c(SCc2ccc(C#N)cc2)nnc1-c1ccccc1
    102	12	0	0.1	-4	87	5	103	-4
> Cc1cc(C)n(-c2nnc(C)n2NS(C)(=O)=O)n1
    106	14	0	-0.8	1	104	1	98	8
> C/C(=N/NS(=O)(=O)c1ccc(C)cc1)c1c[nH]c2ccccc12
    92	1	0	5.3	.	93	.	88	.
> COc1cccc(CNc2cccc3cccnc23)c1O
    99	11	0	-3.7	8	97	8	103	5
> COc1ccc(C(C)=O)cc1CSc1nnc(-c2ccc(Cl)cc2)n1-c1ccccc1
    95	-3	4	1.5	-3	90	5	98	0
> Cc1ccc(/C(N)=N/OC(=O)c2cccc(Cn3cc(C(F)(F)F)ccc3=O)c2)cc1
    106	8	0	0.5	-2	85	1	106	5
> CCC(Sc1nc2ccsc2c(=O)n1-c1ccc(Cl)c(C)c1)C(=O)NCc1ccco1 (centres undefined)
    102	15	1	1.7	-1	100	-2	98	1
> O=C(CCN1C(=O)c2ccccc2C1=O)C1=NN[C@@H]2C(=O)N(c3cccc(F)c3)C(=O)[C@H]12
    98	2	6	-0.7	-6	102	6	100	3
> COc1cccc(CNC(=O)C(C)n2nc(C)n3c(cc4occc43)c2=O)c1 (centres undefined)
    105	10	0	0.5	1	83	0	104	-1
> Cc1ccc(CCNC(=O)C23CN(Cc4ccccc4)CC2C(c2ccc([N+](=O)[O-])cc2)=NO3)cc1 (centres undefined)
    96	-4	0	0.6	4	103	3	113	5
> CCCC(=O)Nc1ccc2c(c1)nc1n2CCN(CCOC)C1
    93	3	5	-3.6	.	98	.	97	.
> CC(=O)Nc1ccc(S(=O)(=O)NCc2csc(C)n2)cc1
    103	20	1	0.3	-3	102	6	94	1
> CC(C)CNS(=O)(=O)c1ccc(OCC(=O)Nc2ccc(F)cc2F)cc1
    101	2	0	1.5	1	101	10	98	4
> CC(C)N(C(=O)CN1CCC(c2nc3ccccc3[nH]2)CC1)C(C)C
    100	-15	1	-2.2	12	99	-3	100	8
> CCOC(OCC)P(=O)(C(C)C)C(C)C
    110	-1	0	-2.9	8	97	-12	102	8
> COc1ccc(N2C(=O)C(Cl)=C(N3CCOCC3)C2=O)cc1
    92	6	4	2.2	-4	104	5	90	3
> COC(=O)C1CCN(C(=O)CN(C)Cc2ccc(C(C)(C)C)cc2)CC1
    100	11	2	1.2	-15	100	-1	101	2
> COc1ccc(-c2[nH]ncc2/C=N/NC(=O)c2cccc([N+](=O)[O-])c2)cc1OC
    91	-5	2	-3.0	-2	95	-7	103	0

A different layout for 3 compounds above.
CC(=O)Nc1ccc(S(=O)(=O)NCc2csc(C)n2)cc1
  AGP1-GFP MLPCN: 103 | VLA-4 inh: 20 | GRK2 aptamer HTS: 1 | MEX-5 binding: 0.3 | MCL1-BIM inh: -3 | Yeast superoxide: 102 | GLD-1 RNA inh: 6 | CIT2-GFP yeast: 94 | Bcl-xL primary: 1

CC(C)CNS(=O)(=O)c1ccc(OCC(=O)Nc2ccc(F)cc2F)cc1
  AGP1-GFP MLPCN: 101 | VLA-4 inh: 2 | GRK2 aptamer HTS: 0 | MEX-5 binding: 1.5 | MCL1-BIM inh: 1 | Yeast superoxide: 101 | GLD-1 RNA inh: 10 | CIT2-GFP yeast: 98 | Bcl-xL primary: 4

CC(C)N(C(=O)CN1CCC(c2nc3ccccc3[nH]2)CC1)C(C)C
  AGP1-GFP MLPCN: 100 | VLA-4 inh: -15 | GRK2 aptamer HTS: 1 | MEX-5 binding: -2.2 | MCL1-BIM inh: 12 | Yeast superoxide: 99 | GLD-1 RNA inh: -3 | CIT2-GFP yeast: 100 | Bcl-xL primary: 8

More records follow:
Values run as follows: AGP1-GFP MLPCN	VLA-4 inh	GRK2 aptamer HTS	MEX-5 binding	MCL1-BIM inh	Yeast superoxide	GLD-1 RNA inh	CIT2-GFP yeast	Bcl-xL primary
> CCOC(=O)c1cc(COc2cc(Cl)cc(Cl)c2)on1
    103	21	0	2.4	0	i	-1	96	5
> CC1CCN(C(=O)CSc2nnc(-c3ccncc3)n2C)CC1
    105	-11	0	0.6	5	112	-3	102	8
> CN(Cc1ccc(Cl)cc1Cl)C(=O)CN1C(=O)NC2(CCCC2)C1=O
    106	-1	1	0.3	-17	95	-2	112	-13
> C/C(N)=C(/C#N)C(=O)CSc1nnc(Cc2ccccc2F)n1N
    104	-9	4	-1.5	-3	102	-4	97	-4
> CCc1ccc(OCC(=O)NNC(=O)c2c(CC)noc2C)cc1
    107	-9	1	-6.0	4	91	2	98	4
> O=C1CC(NS(=O)(=O)c2cccnc2)CN1c1ccc(Cl)cc1 (centres undefined)
    111	1	3	0.7	-8	110	7	94	-1
> COc1ccc(C(=O)C2CCCN(Cc3cc(C)c(O)c(C)c3)C2)c(OC)c1 (centres undefined)
    94	3	1	0.7	4	108	1	94	5
> CC1CCCCC1NC(=O)CCCCCn1c(=S)[nH]c2ccsc2c1=O (centres undefined)
    111	-2	0	-0.1	-3	102	-3	99	1
> CN(C)CCNC(=O)CNC(=S)N(Cc1ccccc1)Cc1cccnc1
    101	12	0	-0.8	6	93	6	97	4
> O=S(=O)(c1cccc(-c2n[nH]c(=S)o2)c1)N1CCOCC1
    113	13	0	-1.3	-13	101	5	110	-26

(next part)
smiles | AGP1-GFP MLPCN | VLA-4 inh | GRK2 aptamer HTS | MEX-5 binding | MCL1-BIM inh | Yeast superoxide | GLD-1 RNA inh | CIT2-GFP yeast | Bcl-xL primary
Cc1nc2ccc(NC(=O)c3ccc(F)c(S(=O)(=O)N4CCOCC4)c3)cc2s1 | 86 | -5 | 0 | -1.4 | -8 | 90 | -3 | 85 | -4
O=C1CCN(CCc2ccccc2)CCN1[C@H](CSc1ccccc1)Cc1ccccc1 | 74 | 15 | 6 | 3.3 | 2 | 102 | 2 | 64 | -1
C/C(=N/Nc1nc(C)c(C)s1)c1cccc([N+](=O)[O-])c1 | 95 | 16 | 0 | -1.9 | -3 | 99 | 5 | 104 | -9
CN(C)CCCNCC(=O)c1c(-c2ccccc2)n(C)c2ccccc12 | 87 | 15 | 0 | 0.7 | 3 | 108 | -1 | 91 | 3
COc1cc(SC)ccc1C(=O)OC(C)C(=O)Nc1ccc(NC(C)=O)cc1 (centres undefined) | 105 | 3 | 0 | 0.5 | -2 | 98 | 0 | 89 | -2
Cc1cc[n+](-c2nc3ccccc3nc2C(=C=[N-])C#N)cc1 | 98 | -4 | 9 | -4.3 | 10 | 97 | -9 | 101 | 5
O=C(Nc1ccccc1)c1ccc(-c2ccccc2Cl)o1 | 84 | 9 | 7 | 0.9 | 9 | 97 | -7 | 101 | 10
CCc1ccc(C(=O)N/N=C(\C)c2cccnc2)s1 | 95 | -6 | 0 | 1.4 | 2 | 102 | -3 | 97 | 5
Cc1cccc(N2CCN(C(=O)Cn3cccc3C(=O)c3ccccc3)CC2)c1C | 101 | 25 | 0 | 3.8 | 2 | 97 | 4 | 89 | 1
COc1cccc(NC(=O)CSc2nnc(-c3ccc(C)cc3)o2)c1 | 104 | 9 | 0 | -0.1 | 0 | 101 | 2 | 103 | -1
CCOc1ccc(OCC(=O)OCC(=O)NCC2CCCO2)cc1 (centres undefined) | 92 | -4 | 0 | . | 0 | 96 | 3 | 94 | 3
CCOC(=O)CC(=O)CSc1ccc2nnc(-c3ccc(F)cc3)n2n1 | 109 | 13 | 1 | -0.5 | 13 | 87 | 10 | 107 | 14
CSc1ccccc1NC(=O)CN1CCN(c2ccccn2)CC1 | 98 | -5 | 3 | -1.2 | -2 | 97 | 3 | 105 | 8
Cc1ccc(S(=O)(=O)CC(=O)c2ccc3c(c2)OCCO3)cc1 | 99 | -4 | 6 | 2.3 | -1 | 101 | -2 | 94 | 0
CC1=C(C(=O)Nc2cc(C(=O)NCCCOC(C)C)ccc2C)SCCO1 | 103 | 12 | 1 | 1.1 | -5 | 115 | 6 | 107 | -2
